Tat export inh – blocks Tat-dependent protein export in E. coli; E. coli MC4100 TorA-mCherry Tat export, fluorescence; inhibition, % at 10 µM; actives 0.036% (n = 340,000);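 active means mean replicate inhibition at least 50% and at least half of replicates individually reaching 50%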;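 further: exported cargo escapes ClpAP degradation while cytoplasmic cargo is degraded and loses fluorescence; 0% = median of neutral control wells and 100% = median of NaSCN control wells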
MOR-DOR inv ag – inverse agonist of human OPRM1-OPRD1 heterodimerization. P35372+P41143. inhibition, % at 9.3 µM. actives 0.21% (n = 340,000). cell-based MOR-DOR heterodimer luminescence, inverse agonism; in the data active means inhibition above about 22%, passing the limit was not always enough;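 further: 0% = cells with DMSO and 100% = wells without cells with DMSO; values of inactives mirror those of a sister screen read the other way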
Target sequence (P35372 whole entry, looked up): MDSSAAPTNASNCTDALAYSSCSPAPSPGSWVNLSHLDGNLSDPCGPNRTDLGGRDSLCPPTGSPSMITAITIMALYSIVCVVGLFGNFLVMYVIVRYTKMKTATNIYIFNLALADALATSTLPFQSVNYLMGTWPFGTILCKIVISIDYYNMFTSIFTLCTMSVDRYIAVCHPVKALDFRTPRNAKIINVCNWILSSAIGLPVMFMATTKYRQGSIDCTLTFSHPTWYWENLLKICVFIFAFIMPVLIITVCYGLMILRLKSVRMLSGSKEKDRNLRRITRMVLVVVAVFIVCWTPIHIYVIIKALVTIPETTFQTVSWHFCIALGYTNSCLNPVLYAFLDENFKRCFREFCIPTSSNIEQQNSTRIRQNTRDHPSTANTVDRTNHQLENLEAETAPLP
Target sequence (P41143 whole entry, looked up): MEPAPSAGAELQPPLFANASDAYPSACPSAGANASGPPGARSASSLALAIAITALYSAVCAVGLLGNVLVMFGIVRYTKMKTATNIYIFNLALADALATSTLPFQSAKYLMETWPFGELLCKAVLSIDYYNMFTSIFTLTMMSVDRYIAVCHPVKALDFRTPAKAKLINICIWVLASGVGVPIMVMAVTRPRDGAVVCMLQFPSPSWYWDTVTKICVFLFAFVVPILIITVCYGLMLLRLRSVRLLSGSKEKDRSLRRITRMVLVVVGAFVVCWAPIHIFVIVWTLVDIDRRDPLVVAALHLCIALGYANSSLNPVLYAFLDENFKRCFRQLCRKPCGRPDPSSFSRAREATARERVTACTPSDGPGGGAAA
Arr AP2 block – human beta-arrestin and AP2 interaction inhibition | FITC-arrestin peptide / GST-AP2 beads, flow cytometry; AP2 beta2 appendage carries R879A mutation | actives 0.31% (n = 340,000) | inhibition, % at 10 µM;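 active means inhibition above a set limit, near 3 SD of compounds lacking own fluorescence, cut at about 54% in these data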;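 further: plate controls were DMSO wells for no effect and 5 µM unlabelled arrestin peptide for full effect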
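system = GST-tagged AP2 beta2-adaptin appendage (R879A) on 4 µm glutathione beads | reagent = FITC-labelled arrestin peptide probe, 50 nM final | schedule = compound with beads 12 min RT, then probe 1 h RT | signal = HyperCyt-sampled flow cytometry, FL1 channel, ex 488/em 535 nm | read-out = percent response from loss of bead-bound FITC fluorescence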
phage Ecoli inh – E. coli growth loss with phage present; growth absorbance; inhibition, % at 11.9 µM; actives 0.26% (n = 360,000); in the data active means inhibition above about 11%
Pemphigus Ab inh – inhibitors of pemphigus antibody binding to human desmoglein-3; AID 588358; actives 0.48% (n = 310,000); binding (percent of control), % at 10 µM; P32926; DSG3-coupled beads, scFv-anti-DSG3-GFP binding, flow cytometry; active compounds read low;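 active means binding more than 3 SD below its plate's average and above zero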;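 further: hits lower antibody fragment binding to DSG3; some compounds called inactive have numbers as strong as hits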
SUMO Mot1 rescue – SUMOylation pathway inhibition by Mot1-301 growth rescue; S. cerevisiae Mot1-301 growth rescue, ATP luminescence, 38.5C; percent above DMSO median, 100 means doubled; growth rescue, % at 18.8 µM; actives 1% (n = 320,000); AID 2716;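 active means every valid replicate shows activation above 250% relative to neutral control wells; inactive means the rest, any valid replicate at or below 250%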;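 further: OY570 slx delta 5 strain wells were the positive control but not used for scaling; some compounds called inactive have numbers as strong as hits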
Ecoli viability – bacterial growth inhibition, counter-screen for AddAB inhibitors. E. coli V3065 growth, OD600 absorbance, 18 h. inhibition, % at 11.9 µM. actives 0.27% (n = 330,000);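 active means inhibition above the campaign's mean inhibition across all tested compounds plus 3 SD, cut at about 9.9% in these data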;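 further: uninfected addAB+ strain grown without phage in ampicillin broth; 0% = DMSO wells and 100% = ciprofloxacin 0.95 µg/ml wells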
PfHsp90 set2 – growth inhibition of yeast expressing Plasmodium Hsp90. S. cerevisiae expressing PfHsp90, BacTiter-Glo ATP, 48 h; yeast lacking PDR1 and PDR3 efflux regulators. actives 0.32% (n = 310,000). inhibition, % at 9.4 µM;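 active means every replicate shows inhibition above about 80%, whatever the replicate mean, limit read from the data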;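 further: 0% = DMSO neutral controls and 100% = 20 µM radicicol positive controls; yeast relying on Plasmodium falciparum Hsp90 in place of its own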
PKA-R1A act – activates the PKA-R1A holoenzyme complex; AID 504707; activation, % at 11.4 µM; PKA-R1A dissociation, Cy5-IP20 fluorescence polarization; scaled: DMSO 0%, 113 µM cGMP 100%; actives 0.083% (n = 340,000); P00514+P68181;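 active means percent activation above the mean of all tested compounds plus 3 SD, cut at about 19% in these data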;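 further: higher means more PKAc released from R1A so a rise in polarization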
OPRM1-OPRD1 ag – agonists of human mu-delta opioid receptor heterodimerization | P35372+P41143 | cells, OPRM1-OPRD1 heterodimerization, luminescence | activation, % at 9.3 µM | actives 0.3% (n = 340,000); in the data active means activation above about 18%;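 further: 0% = vehicle-treated cells and 100% = reference agonist; values of inactives mirror those of a sister screen read the other way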
AddAB inh – less growth of phage-infected E. coli with AddAB; AID 435030; E. coli expressing H. pylori AddAB, absorbance growth; actives 0.29% (n = 330,000); inhibition, % at 11.9 µM; in the data active means inhibition above about 12%;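 further: 0% = vehicle wells of infected cells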
* marks the source's active call; other numbers are inactive results; . = no result given.

SMILES	Tat export inh	MOR-DOR inv ag	Arr AP2 block	phage Ecoli inh	Pemphigus Ab inh	SUMO Mot1 rescue	Ecoli viability	PfHsp90 set2	PKA-R1A act	OPRM1-OPRD1 ag	AddAB inh
Cn1c(C(=O)N2CCN(c3ncccn3)CC2)cc2c(=O)n(C)c3ccccc3c21	-1.9	15.1	-0.6	1.4	106.1	20.6	-1.2	7.1	-10.3	-3.0	3.2
N#Cc1nc(-c2ccc(Cl)cc2)oc1NCc1ccco1	14.2	-12.3	-0.3	2.4	.	107.4	-5.0	13.6	-9.6	2.1	0.4
COc1cc(S(=O)(=O)N2CCC(c3nc4ccccc4s3)CC2)ccc1S(=O)(=O)N1CC(C)CC(C)C1 (centres undefined)	11.8	6.0	12.3	-1.8	103.3	-21.0	4.7	-12.6	-10.1	-1.1	0.2
O=C(NCC(O)c1ccccc1)c1ccc(Cl)c(S(=O)(=O)N2CCCC2)c1 (centres undefined)	1.2	-9.9	-4.5	.	101.0	2.2	0.3	.	2.1	1.6	2.8
COc1cccc(C(=O)Nc2c(C)nn(-c3ccccc3)c2C)c1	-10.8	-17.4	-4.2	5.5	107.7	103.3	1.5	-11.8	-10.3	2.4	3.7
Oc1ccc(C=NNc2nc3ccccc3s2)c(O)c1	6.5	-16.8	2.3	3.2	115.2	.	.	-14.6	6.2	3.2	.
CCOC(=O)C(C)Oc1cccc2c(=O)n(CC(=O)NCc3ccccc3)ccc12 (centres undefined)	4.0	-0.7	1.2	2.2	89.1	3.1	-1.9	-1.4	-1.1	0.1	-0.1
COc1ccc(-c2nnc(SCC(=O)N3CCOCC3)n2C)cc1OC	-1.8	18.7	-14.2	1.2	98.2	-28.3	1.0	7.0	-8.3	-3.1	4.1
CC(C)CC(N=Cc1c(O)c2ccccc2oc1=O)C(=O)O (centres undefined)	5.6	8.9	4.0	2.3	97.8	5.0	-2.5	-6.8	-9.0	-1.6	1.8
Cc1ncc(C[n+]2ccc(C)c(C)c2)c(N)n1	-2.8	5.0	-0.6	-0.1	102.9	-23.6	-1.5	-8.7	2.8	-0.9	0.9
Cc1ccc(/C(N)=N/OC(=O)c2ccc(C)cc2Cl)cc1	-10.0	-15.5	2.5	2.5	98.5	2.8	0.0	11.5	9.0	3.5	1.4
O=C(N/N=C/c1cccnc1)C(O)c1ccccc1 (centres undefined)	-3.4	-12.6	4.1	5.4	96.6	-9.5	0.1	1.4	-16.6	1.7	2.1
CCC1CCCCN1CCNC(=O)CCS(=O)(=O)c1ccc(Br)cc1 (centres undefined)	-9.0	1.2	-1.1	3.2	105.8	7.6	1.3	.	1.4	-0.2	0.6
Cc1ccc(C(=O)NNC(=O)C2CC2)cc1Br	-7.5	14.8	20.4	1.2	.	-1.8	1.3	-7.4	-8.2	-2.8	2.3
Cc1cccc(OS(=O)(=O)NC(=O)OCC2CCCN3CCCCC23)c1 (centres undefined)	7.4	-1.4	-5.8	5.3	98.1	-0.9	-0.5	16.7	-6.0	0.3	1.8
Oc1ccc2ccccc2c1N=Nc1nccs1	-4.0	-9.3	6.4	9.1	101.3	-12.4	13.9*	130.7*	-18.2	2.1	10.6
O=C(COc1ccc(-n2cnnn2)cc1)Nc1cc(Cl)cc(Cl)c1	1.2	-37.1	-6.6	2.7	94.1	.	.	13.2	0.6	5.8	.
Cc1cc(/C=N/NC(N)=O)c(C)c(CO)c1	-0.1	-6.4	-4.8	.	103.5	-22.6	-1.7	-7.8	3.2	1.2	1.1
CCOc1ccc(C(=O)Nc2ccc(CN3CCOCC3)cc2)cc1Br	-8.4	5.7	8.1	1.5	108.6	364.9*	.	12.3	-1.4	-1.1	.
CS(=O)(=O)c1ncc(Cl)c(C(=O)Nc2ccc(N3CCOCC3)cc2)n1	-2.8	17.6	2.6	.	117.6	-3.4	-0.1	4.5	0.6	-3.0	1.6
CC(C)NC(=O)C1c2ccccc2Oc2ccccc21	-4.0	18.8	-1.0	1.7	97.5	83.9	-0.5	-19.7	-4.0	-4.1	4.3
CC[C@]12c3[nH]c4ccc(Cl)cc4c3CCN1C(=O)[C@@H](CC(=O)NC/C=C(\C)CCC=C(C)C)C[C@@H]2C(=O)N1CCN(C(=O)c2ccco2)CC1	6.5	2.9	20.3	0.3	91.2	.	-3.0	-1.6	1.0	-0.6	-2.2
CN(C)C(=S)c1ccccc1	-2.5	.	-16.2	0.5	91.4	-16.7	-1.3	-16.9	.	.	-0.5
CCN(c1ccccc1)S(=O)(=O)c1ccc(Cl)c(NC(=O)CNCc2ccccc2OC)c1	5.0	4.5	5.4	3.0	100.7	17.4	-3.0	.	-2.0	-0.8	-0.9
Fc1ccc(NC(=S)Nc2cccnc2)c(Cl)c1	-7.3	24.2	-8.1	1.2	89.5	0.8	0.0	7.7	-9.1	-5.3	-1.5
O=C(Nc1ccccc1N1CCOCC1)c1cccc([N+](=O)[O-])c1	-2.4	4.5	0.9	2.6	102.0	-0.3	-1.7	-44.6	-7.2	-0.9	3.2
Cc1ccc(NC(=O)CSc2nccc(=O)[nH]2)c(S(=O)(=O)N2CCOCC2)c1	-7.7	6.0	26.1	3.1	110.6	.	1.6	9.7	-3.1	-1.1	-1.3
CC(C)CNC(=O)c1ccccc1N(Cc1ccccc1)S(C)(=O)=O	-4.2	15.8	-13.2	2.9	116.4	0.3	0.6	-6.3	-1.8	-3.3	2.5
CCOC(=O)C1(Cc2ccc(O)cc2)NC(c2ccccc2F)C2C(=O)N(C)C(=O)C21 (centres undefined)	-7.4	3.1	3.7	1.9	94.4	1.3	2.1	-73.2	1.4	-0.5	1.6
CCCCN(C)C(=O)c1cc2c(Cl)nc3ccccc3c2s1	5.2	-24.4	-2.7	1.2	101.0	433.1*	0.5	-50.6	7.4	5.1	0.7
CCc1nn(CCCC(=O)NCc2cc(Br)ccc2OC)c(=O)c2cc3occc3n12	-1.7	6.0	-5.8	-2.6	.	-2.5	-1.9	-9.4	-7.2	-1.1	3.0
O=C(NCC(c1ccco1)N1CCN(c2ccccc2)CC1)C(=O)NC1CCCC1 (centres undefined)	4.7	5.1	15.6	0.2	101.1	6.2	-0.3	14.1	0.6	-0.8	0.3
COc1cc(NC(=S)N2CCN(S(=O)(=O)c3ccc(C)cc3)CC2)cc(OC)c1	3.2	-0.2	-4.2	1.6	.	0.0	-1.3	5.7	3.9	0.0	-0.7
Cc1cc(=O)[nH]c(NN)n1	2.6	5.9	-6.1	0.6	92.7	5.1	-0.2	-12.5	1.3	-1.1	-1.0
CCOC(=O)C1=C(O)C(=O)N(Cc2ccccc2)CC1	1.9	10.4	1.3	5.2	91.0	.	0.1	9.8	-9.1	-1.5	0.9
O=C(NCC(c1ccco1)N1CCCC1)c1ccc(S(=O)(=O)Nc2ccc(F)cc2)cc1 (centres undefined)	1.5	-9.0	8.2	0.9	102.2	-6.6	-3.3	-27.4	7.5	2.1	0.6
O=S(=O)(c1ccccc1Br)N(CC(O)COCc1ccccc1)C1CC1 (centres undefined)	12.6	-10.8	-2.4	1.4	84.4	.	-1.2	-8.7	-3.8	2.3	1.1
COc1ccc(-c2cc(C(=O)N3CCN(C(=O)c4ccccc4F)CC3)[nH]n2)cc1	-0.5	9.2	25.3	2.6	.	-4.9	-1.2	-2.5	2.4	-1.8	2.5
FC(F)(F)c1cc(Oc2ccc(Cl)cc2)ncc1-c1nnc(-c2ccc(Cl)cc2)o1	-5.3	2.0	-3.1	2.7	.	-5.3	-2.0	7.4	6.4	-0.4	-0.4
CS(=O)(=O)N1CCN(Cc2ccc([N+](=O)[O-])cc2)CC1	-2.8	-0.7	5.8	4.3	104.2	-2.8	-1.2	23.7	-13.4	0.1	-1.0
c1coc(CNc2nc(N3CCCCC3)nc3ccccc23)c1	-5.0	4.4	-11.4	2.5	102.7	467.1	0.2	9.1	1.5	-0.9	2.6
Cc1cc(OCC(=O)Nc2nnc(C3CC3)s2)ccc1C(C)C	2.1	15.3	-8.4	-3.0	.	.	1.9	-14.7	1.1	-4.1	-0.8
CN(C)CCNc1nc2c(c(=O)[nH]c(=O)n2C)n1CC(O)COc1ccc(Cl)cc1Cl (centres undefined)	3.2	17.3	33.3	-0.1	108.1	-16.6	-2.3	12.4	-1.4	-3.5	1.7
COCCCNC(=O)c1ccc(Cn2c(=O)[nH]c3ccccc3c2=O)cc1	-0.8	-5.7	-1.9	3.1	97.6	-9.2	0.4	13.8	1.2	1.0	-0.7
Cc1ccc(NC(=O)C2CCCCC2C(=O)O)cc1Cl (centres undefined)	8.3	4.0	-21.7	4.1	106.9	2.7	2.4	23.7	-10.5	-0.8	5.6
O=C(c1cc(Br)c(Br)s1)N1CCOCC1	2.5	18.3	-9.1	2.1	101.0	2.3	1.7	0.0	-0.5	-3.5	1.6
C=CCn1nnnc1SCC(=O)Nc1ccccc1C(=O)OC	-9.5	14.4	-1.5	3.4	99.3	-19.3	0.7	-7.2	-4.7	-2.8	0.5
O=C(NCc1cccs1)C1CCN(S(=O)(=O)c2ccc3c(c2)OCCO3)CC1	-1.6	1.4	0.3	0.3	80.8	-7.9	-0.9	-11.7	-17.0	-0.2	0.3
Cc1ccc(S(=O)(=O)N2[C@@H](c3cccc(Cl)c3)C(C(=O)O)=CC[C@H]2c2ccc(C(C)C)cc2)cc1	17.5	15.4	6.0	1.6	102.8	14.7	0.5	.	-3.1	-2.8	0.8

Entries listed so far that contain fluorine (5):
SMILES	Tat export inh	MOR-DOR inv ag	Arr AP2 block	phage Ecoli inh	Pemphigus Ab inh	SUMO Mot1 rescue	Ecoli viability	PfHsp90 set2	PKA-R1A act	OPRM1-OPRD1 ag	AddAB inh
Fc1ccc(NC(=S)Nc2cccnc2)c(Cl)c1	-7.3	24.2	-8.1	1.2	89.5	0.8	0.0	7.7	-9.1	-5.3	-1.5
CCOC(=O)C1(Cc2ccc(O)cc2)NC(c2ccccc2F)C2C(=O)N(C)C(=O)C21 (centres undefined)	-7.4	3.1	3.7	1.9	94.4	1.3	2.1	-73.2	1.4	-0.5	1.6
O=C(NCC(c1ccco1)N1CCCC1)c1ccc(S(=O)(=O)Nc2ccc(F)cc2)cc1 (centres undefined)	1.5	-9.0	8.2	0.9	102.2	-6.6	-3.3	-27.4	7.5	2.1	0.6
COc1ccc(-c2cc(C(=O)N3CCN(C(=O)c4ccccc4F)CC3)[nH]n2)cc1	-0.5	9.2	25.3	2.6	.	-4.9	-1.2	-2.5	2.4	-1.8	2.5
FC(F)(F)c1cc(Oc2ccc(Cl)cc2)ncc1-c1nnc(-c2ccc(Cl)cc2)o1	-5.3	2.0	-3.1	2.7	.	-5.3	-2.0	7.4	6.4	-0.4	-0.4

Compound activity (PubChem BioAssay)
